Bioassay records: PubChem BioAssay, Sanford-Burnham Center for Chemical Genomics
SENP8 block: SENP8 (human) protease inhibition. Q96LD8. recombinant SENP8, Nedd8 substrate fluorescence. inhibition, % at 20 µM. hit rate 0.64% among 360,000. AID 602440; in the data active = inhibition mostly above about 40%, no sharp cut-off; inactive = mostly below about 27%
ATG4B inh: blocks human ATG4B protease cleavage of LC3 substrate; Q9Y4P1; ATG4B cleavage of LC3-PLA2, NBD-HPC fluorescence, 1 h; inhibition, % at 8.33 µM; hit rate 0.51% among 340,000; AID 504462; in the data active = inhibition above about 40%
SENP6 block: blocks the human protease SENP6; Recombinant SENP6 catalytic domain, aminoluciferin luminescence; inhibition, % at 10 µM; hit rate 1.8% among 330,000;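 active = inhibition above about 50% at the single tested dose, limit read from the data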;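 note: plate controls were DMSO wells with enzyme for no effect and DMSO wells lacking enzyme for full effect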
Target sequence (Q9GZR1 628-1112 limits assumed): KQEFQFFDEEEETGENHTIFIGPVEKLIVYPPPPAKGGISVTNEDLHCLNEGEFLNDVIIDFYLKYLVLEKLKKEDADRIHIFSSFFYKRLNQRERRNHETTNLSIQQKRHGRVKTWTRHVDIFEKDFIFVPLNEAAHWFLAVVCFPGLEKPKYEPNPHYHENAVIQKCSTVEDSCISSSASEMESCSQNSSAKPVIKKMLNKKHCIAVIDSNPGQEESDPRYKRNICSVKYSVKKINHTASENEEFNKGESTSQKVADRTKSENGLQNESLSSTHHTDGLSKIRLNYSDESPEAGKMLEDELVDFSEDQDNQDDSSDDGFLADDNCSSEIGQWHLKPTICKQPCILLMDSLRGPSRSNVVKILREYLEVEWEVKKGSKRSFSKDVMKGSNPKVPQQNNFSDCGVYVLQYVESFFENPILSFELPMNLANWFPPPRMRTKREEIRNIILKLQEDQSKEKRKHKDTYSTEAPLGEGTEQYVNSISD
SENP1 inh: SENP1 (human) catalytic domain inhibition; Q9P0U3; recombinant SENP1 catalytic domain, CyPet-SUMO1-YPet FRET cleavage; inhibition, % at 10 µM; hit rate 0.21% among 360,000; AID 624204;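 active = inhibition at least 30% at 10 µM, raw YFP signal under a set limit, fluorescence ratio 0.5 to 1.5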;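 note: 0% = enzyme with DMSO and 100% = no enzyme wells; some results filed as inactive read as strong as hits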
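Controls: no-enzyme wells low, DMSO-plus-enzyme wells high control. Test system: human recombinant His6-tagged SENP1 catalytic domain enzyme. Reagent: SFCypet-SUMO1-SFYpet FRET protein substrate, 25 nM final. Doses: one dose per compound, 10 µM, 0.5% DMSO. Detection: FRET, CFP and YFP emission. Timing: 50 min reaction at room temperature.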
PfGluPho inh: PfG6PD (Plasmodium falciparum) enzyme inhibition; PfGluPho enzyme, NADPH resazurin-diaphorase fluorescence; inhibition, % at 20 µM; hit rate 0.78% among 350,000;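 active = inhibition reaching at least a set limit at 20 µM in the primary screen, cut at about 59% in these data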;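 note: 0% = DMSO wells with substrate and 100% = DMSO wells lacking glucose-6-phosphate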
MPTP block: permeability transition pore inhibition. inhibition, % at 10 µM. hit rate 1.4% among 360,000. isolated mouse mitochondria, Ca2+ swelling absorbance, 30 min;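 active = inhibition of 50% or more, scaled per plate between neutral and stimulator controls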;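 note: 0% = DMSO wells given calcium and 100% = 1 mM EGTA wells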
hIAP act: increases human intestinal alkaline phosphatase activity | P09923 | purified human IAP, CDP-Star luminescence, 30 min; hits give high values; 1 = vehicle-only enzyme, 0 = enzyme-free background | activation factor at 10 µM | hit rate 0.16% among 330,000;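 active = activation factor of the enzyme at least 2-fold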; note: the source names both 10 and 20 µM as test concentration; values of inactives mirror those of a sister screen read the other way
Target sequence (P09923 whole entry, looked up): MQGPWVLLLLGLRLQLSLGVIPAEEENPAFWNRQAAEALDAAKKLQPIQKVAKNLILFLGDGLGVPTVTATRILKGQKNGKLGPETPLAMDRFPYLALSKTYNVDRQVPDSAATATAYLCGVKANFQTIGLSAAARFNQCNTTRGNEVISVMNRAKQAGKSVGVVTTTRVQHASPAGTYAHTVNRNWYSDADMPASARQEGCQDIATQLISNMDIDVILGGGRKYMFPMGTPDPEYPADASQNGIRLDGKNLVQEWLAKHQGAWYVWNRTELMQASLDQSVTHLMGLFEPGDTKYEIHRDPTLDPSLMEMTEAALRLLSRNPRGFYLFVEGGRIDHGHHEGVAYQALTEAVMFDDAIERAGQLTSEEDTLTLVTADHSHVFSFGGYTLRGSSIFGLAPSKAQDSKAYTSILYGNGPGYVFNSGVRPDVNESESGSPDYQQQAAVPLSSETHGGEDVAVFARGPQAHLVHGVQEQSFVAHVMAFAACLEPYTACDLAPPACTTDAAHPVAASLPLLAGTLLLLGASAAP
GRIN3A LBD mod: modulates the human NR3A ligand-binding domain | hit rate 2.5% among 340,000 | Tm shift relative to glycine control, % at 25 µM | NR3A LBD differential scanning fluorimetry, Tm shift; 0% = protein alone, 100% = glycine-bound protein;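 active = melting temperature shift of at least 10% of the positive control shift, at one fixed dose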
The depositor's hits bear a star; x = no result given.

molecule,GRIN3A LBD mod,hIAP act,PfGluPho inh,SENP6 block,MPTP block,ATG4B inh,SENP8 block,SENP1 inh
COc1ccc(/C=N/NC(=O)c2cc(C)on2)c2ccccc12,-23.8,1.01,1.7,-9.8,-3.4,-2.0,-295.0,-3.2
COc1ccc(/C(C)=N/NC(=O)c2ccc(NS(=O)(=O)c3cccs3)cc2)cc1,0.3,1.16,-22.9,-0.1,1.2,-2.8,-23.1,0.7
COc1ccc(N2CCN(C(=O)CNC(=O)c3ccco3)CC2)cc1,-0.6,1,6.9,12.5,2.1,5.2,13.8,-0.1
Cc1cccc(NCC(=O)N/N=C\c2ccccn2)c1,0.2,1.36,10.6,-6.7,-0.8,5.0,10.0,2.2
O=C1c2ccccc2C(Nc2ccccc2)N1Cc1ccc2c(c1)OCO2 (configuration not stated),-2.1,0.95,-2.0,-5.6,1.6,-6.7,15.3,0.1
COc1ncnc2c1ncn2CCCN1CCN(Cc2cccc3ccccc23)CC1,x,x,5.5,x,-0.5,x,-17.9,0.1
COc1cccc2cc(C(=O)NCCc3c[nH]c4ccccc34)c(=O)oc12,-16.1,1.02,-4.5,-7.6,-0.1,-16.2,-6.7,1.1
COc1ccc(C(=O)CC(c2ccccc2)C2CCCCC2=O)cc1 (configuration not stated),-1.1,1.45,-8.6,-1.6,1.7,0.8,13.8,0.4
Cc1cccc(OCc2nnc(SCC(=O)Nc3ccc(C)c(Cl)c3)o2)c1,3.1,0.921,18.2,-3.7,23.5,-6.1,2.3,2.2
Cc1ccc(S(=O)(=O)N(C)C(C)CCc2ccco2)cc1 (configuration not stated),2.4,0.867,6.7,7.7,0.1,20.0,0.2,-2.1
Cn1c(=O)[nH]c(=O)c2c1nc(N1CCCCC1)n2CC(O)COc1ccc([N+](=O)[O-])cc1 (configuration not stated),0.7,0.979,-13.8,-13.6,-1.5,-2.9,10.1,0.5
Cc1[nH]c(=O)[nH]c(=O)c1S(=O)(=O)N1CCC(C(=O)NC(C)c2ccccc2)CC1 (configuration not stated),-0.7,0.965,-4.1,-1.7,2.7,-2.2,25.8,-1.6
CCN1C(=O)S/C(=C/c2ccsc2)C1=O,1.5,1.03,-3.5,10.3,-0.2,-2.7,20.0,0.2
CC1=Nn2c(nnc2-c2cc(C)[nH]n2)SC1,-4.2,1.16,1.8,-15.3,-2.0,3.0,15.2,1.6
CN(Cc1ccon1)C(=O)CC1C(=O)NCCN1Cc1cccc(Oc2ccccc2)c1 (configuration not stated),-2.3,1.07,-6.2,-8.0,-1.6,-3.0,-40.3,-7.7
O=C(NCc1cccs1)[C@@H]1CSC2c3ccccc3C(=O)N21 (some centres not stated),0.1,1.05,-1.0,-11.4,2.9,-15.2,20.1,1.8
Cc1onc(-c2ccccc2Cl)c1C(=O)Nc1nnc(-c2cccc([N+](=O)[O-])c2)s1,-14.7,0.844,-21.6,-12.5,2.5,4.5,11.2,5.7
CCCn1c(SCC(=O)NCCc2ccccc2)nnc1-c1ccccn1,0.8,0.872,-11.4,-1.4,-2.6,-12.3,21.5,0.9
O=C(NNC(=O)C1CC2CCC1C2)c1ccccc1 (configuration not stated),-3.1,1.1,17.1,-7.4,-1.4,-7.7,13.7,1.5
Nc1cccc(P(=O)(c2ccccc2)c2ccccc2)c1,-0.9,0.981,-2.4,-10.9,0.8,-1.1,-1.0,4.5

Three records drawn at random from those above:
molecule,GRIN3A LBD mod,hIAP act,PfGluPho inh,SENP6 block,MPTP block,ATG4B inh,SENP8 block,SENP1 inh
CCN1C(=O)S/C(=C/c2ccsc2)C1=O,1.5,1.03,-3.5,10.3,-0.2,-2.7,20.0,0.2
CN(Cc1ccon1)C(=O)CC1C(=O)NCCN1Cc1cccc(Oc2ccccc2)c1 (configuration not stated),-2.3,1.07,-6.2,-8.0,-1.6,-3.0,-40.3,-7.7
Nc1cccc(P(=O)(c2ccccc2)c2ccccc2)c1,-0.9,0.981,-2.4,-10.9,0.8,-1.1,-1.0,4.5

Additional results
molecule,GRIN3A LBD mod,hIAP act,PfGluPho inh,SENP6 block,MPTP block,ATG4B inh,SENP8 block,SENP1 inh
Cc1cc(C)c(NC(=O)CNC(=O)COC(=O)Cc2cccs2)c(C)c1,0.5,0.93,-2.0,-2.0,-2.9,-14.2,-51.6,0.3
CCc1ccc(C(=O)c2ccccc2C(=O)O)s1,3.3,0.908,8.8,21.3,0.1,-12.6,10.6,0.5
CN(C(=O)CSC1=NC2C(N=N1)c1cc(Br)ccc1N2C)C1CCCCC1 (configuration not stated),0.3,1.05,-1.2,-13.3,-0.6,2.3,-2.8,3.2
CCCOc1ccc(C2=NNC(c3cccs3)=Nc3ccc(OC)cc32)cc1,-1.4,0.92,5.9,-0.9,1.8,48.7*,-12.0,6.3
CCC(=O)OCc1c(C(F)(F)F)nn(C)c1Sc1ccc(F)cc1,4.8,1.14,15.3,0.6,1.7,-5.0,-1.2,1.0
CCOc1ccccc1N1CCN(C(=O)c2ccc(-c3ccc(OC(C)=O)cc3)cc2)CC1,0.2,0.985,-37.5,-13.3,-0.9,-6.5,8.4,2.2
Cc1cc(C)nc(NC(=NCCc2c[nH]c3ccccc23)NC(=O)Nc2ccc(Cl)cc2)n1,-0.2,0.97,12.7,-5.8,2.9,-8.8,15.3,-0.1
CCc1cc(C(=O)N2CCN(S(=O)(=O)c3ccc(Cl)cc3)CC2)sc1C,-0.1,0.958,0.0,-8.2,0.1,-9.6,6.0,0.6
CC(C)(C)NC(=O)CSc1nncn1-c1ccccc1,1.6,0.989,10.0,-30.3,0.6,-3.8,3.0,0.5
Cc1ccc(C2=NNC(c3ccc(Cl)cc3)=Nc3ccccc32)o1,-5.0,0.86,14.9,1.5,0.1,11.9,16.4,-2.9
Cn1nnnc1Sc1ncnc2scc(-c3cccc(C(F)(F)F)c3)c12,1.0,1.15,-21.2,-7.1,0.3,6.8,5.1,-1.8
COc1ccc(OC)c(-n2nnnc2SCC(=O)Nc2cc(C)ccc2OC)c1,4.3,0.928,-7.7,1.4,0.1,-9.4,15.9,0.0
CC(C)CCn1c(Oc2ccccc2Cl)nc2c1c(=O)n(C)c(=O)n2C,-0.4,1.05,4.9,-6.9,-12.3,-6.7,5.8,3.2
Cc1ccc(OCC(=O)N2CCC(C)CC2)c([N+](=O)[O-])n1,-2.2,1.06,-3.1,-5.2,-1.3,-6.9,9.3,0.8
O=C(O)c1ccc(CN(c2ccccc2)S(=O)(=O)c2ccccc2)cc1,2.2,1.24,-23.0,5.4,-0.1,-3.2,-1.1,0.5
COC(=O)C1C(c2ccccc2)C(C(=O)N2CCOCC2)C1c1ccccc1 (configuration not stated),1.6,0.86,-19.8,-9.6,0.3,-1.7,28.8,2.2
c1ccc(Cc2nnc3sc(-c4cccnc4)nn23)cc1,-0.5,0.805,26.6,-0.6,-1.6,3.0,11.4,-0.4
COc1ccc(N(CC(=O)NC2CCCC2)C(=O)CS(=O)CC(=O)Nc2ccc3c(c2)OCO3)cc1 (configuration not stated),-2.2,1.13,-1.2,0.2,0.1,-3.1,1.6,-0.8
CCN(CC)CCC#CC1(O)c2ccccc2-c2ccccc21,-1.0,1.25,-23.3,-0.9,-0.5,-4.2,15.7,2.3
O=C(CSc1nc2c([nH]c3ccccc32)c(=O)n1-c1ccccc1)NCC1CCCO1 (configuration not stated),-2.3,0.905,4.3,4.8,0.0,-7.9,-24.8,0.0
C[C@H](CO)N1C[C@H](C)[C@@H](CN(C)C(=O)Nc2ccc3c(c2)OCO3)Oc2ccc(NC(=O)Nc3ccc(C(F)(F)F)cc3)cc2C1=O,10.9*,1.08,46.7,-0.4,-0.1,-21.7,-2.6,1.1
CCOC(=O)c1c(CSc2ccccc2)n(C)c2cc(Br)c(OCC(O)CNC(CO)(CO)CO)cc12 (configuration not stated),-2.0,x,61.3*,x,-1.2,31.3,16.1,-0.1
O=C1N=C(N2CCOCC2)S/C1=C/c1ccc(-c2ccc(F)cc2)o1,-4.0,0.856,34.6,-16.6,-0.6,-1.0,-238.0,-25.9
COc1ccc(NC(=O)N(C)C[C@H]2Oc3ncc(Br)cc3C(=O)N([C@H](C)CO)C[C@@H]2C)cc1,x,x,11.6,x,-0.9,x,-2.8,0.6
O=C(/C=C/c1cccs1)Nc1ccncc1,-6.5,0.947,-1.1,26.7,-1.5,-4.3,8.8,1.0
COc1cc(C(=O)N2CCN(c3cccc(C(F)(F)F)c3)CC2)ccc1OCC(=O)N1CCOCC1,1.4,x,-2.1,x,-0.2,-14.0,3.2,0.7
COc1cc2c(cc1OC)CN(Cc1ccc(F)cc1)CC2,x,0.989,4.7,15.3,-0.6,-6.7,-311.1,-100.1
O=c1[nH]c2ccc(NC(=S)Nc3ccc(Cl)cc3)cc2[nH]1,3.4,1.26,20.7,0.3,56.1*,2.9,-0.6,-14.3
O=C(NCC1CCCO1)c1cnn2c(C(F)F)cc(C3CC3)nc12 (configuration not stated),-0.9,0.899,18.7,1.1,0.6,3.9,-105.5,-3.5
Fc1ccc(CNC(=S)Nc2ccccc2F)cc1,1.9,0.921,-4.6,5.8,0.2,12.0,11.7,1.8

Part of the list above in a different format.
Below each compound – GRIN3A LBD mod	hIAP act	PfGluPho inh	SENP6 block	MPTP block	ATG4B inh	SENP8 block	SENP1 inh
O=C(/C=C/c1cccs1)Nc1ccncc1
  -6.5	0.947	-1.1	26.7	-1.5	-4.3	8.8	1.0
CCOC(=O)c1c(CSc2ccccc2)n(C)c2cc(Br)c(OCC(O)CNC(CO)(CO)CO)cc12 (configuration not stated)
  -2.0	x	61.3*	x	-1.2	31.3	16.1	-0.1
C[C@H](CO)N1C[C@H](C)[C@@H](CN(C)C(=O)Nc2ccc3c(c2)OCO3)Oc2ccc(NC(=O)Nc3ccc(C(F)(F)F)cc3)cc2C1=O
  10.9*	1.08	46.7	-0.4	-0.1	-21.7	-2.6	1.1

Next part:
molecule,GRIN3A LBD mod,hIAP act,PfGluPho inh,SENP6 block,MPTP block,ATG4B inh,SENP8 block,SENP1 inh
C[C@H]1CCC/C=C/[C@@H]2C[C@H](O)C[C@H]2[C@H](O)[C@H](S(=O)c2ccc(O)cc2)CC(=O)O1 (some centres not stated),1.3,x,50.7,x,-1.2,-7.9,26.1,3.9
NS(=O)(=O)c1cccc(NC(=O)C2CC(=O)N(Cc3ccco3)C2)c1 (configuration not stated),-1.3,1,2.4,-4.1,0.6,9.3,20.8,1.9
COCC(C)NC(=O)c1oc2c(c1C)C1(CCC2)SCCS1 (configuration not stated),-4.2,1.05,18.0,-3.9,-1.1,0.5,20.5,2.5
O=C(N/N=C/c1ccc(OC(F)F)cc1)c1ccc(CSc2nc3ccccc3[nH]2)cc1,25.9*,1.08,9.7,4.6,12.2,-21.5,9.1,1.2
Cc1cc(C)cc(NC(=O)CSc2nc(N)c(NC(=O)c3cccs3)c(=O)[nH]2)c1,0.3,0.966,-17.3,2.4,-3.1,-2.2,4.5,0.4
CC(=O)Nc1ccc(S(=O)(=O)Nc2ccc3c(c2)OCO3)cc1,-1.6,1.09,0.7,-0.4,-3.3,-5.6,0.5,-0.8
O=C(COc1ccc2ccccc2c1)N1CCCC1,-1.4,0.795,-17.7,-4.1,-1.2,-5.4,6.3,-2.8
CC(C)NC(=O)NC(=O)COC(=O)Cc1ccsc1,0.2,1.06,-6.5,-10.6,-0.2,-10.0,32.9,2.2
C#CC(C)(CC)NC(=O)Cn1nnc(-c2cccc(C(F)(F)F)c2)n1 (configuration not stated),1.4,1.09,8.2,5.9,4.0,-3.9,13.2,-1.4
S=c1[nH]nc(-c2ccc3ccccc3n2)n1-c1ccccc1Cl,1.0,x,62.5*,x,0.2,-0.6,-210.0,-9.8
CC(C)Cn1cnc2c1c(=O)n(CC(O)c1ccccc1)c(=O)n2CC(C)C (configuration not stated),-3.8,1.22,-4.2,-6.5,-0.7,-4.8,23.3,1.3
